Xi reactivation – reactivates the inactive X chromosome in mouse fibroblasts | XiGFP mouse fibroblasts, % GFP-positive cells imaging, 3 d; cells co-treated with 5-aza-dC sensitizer; scaled so ellipticine positive control = 100% | activation, % at 7.58 µM | 360,000 compounds, 0.055% hits;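 active means mean normalized replicate activation at least 10% and every replicate at or above 10%; inconclusive means only one of the two criteria met; inactive means mean below 10% and not all replicates reach 10%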;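 further: 0% = median of on-plate neutral control wells and 100% = ellipticine 6 µM median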
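Assay system – SV40-immortalized XiGFP fibroblast cells, line 68-5-11 · Buffer or medium – DMEM supplemented with 5-aza-dC as sensitizing agent · Dosing – one concentration, pinned · Benchmarks – positive control ellipticine, 6 µM final · Times – 3 days compound exposure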
DENV2 CPE rescue – DENV2-induced cell death inhibition; 350,000 compounds, 1.7% hits; DENV2-infected cells, cytopathic effect rescue, plate reader; CPE inhibition, % at 9.99 µM; AID 651640; in the data active means CPE inhibition above about 20%, passing the limit was not always enough; inconclusive means no clear call, values can overlap the other calls; tested in BHK-21 cells;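 further: 0% = median of neutral control wells and 100% = median of positive control wells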
RAD52 anneal inh – inhibitors of human RAD52 DNA annealing; P43351; recombinant RAD52 DNA annealing, FRET fluorescence; inhibition, % at 18.7 µM; 360,000 compounds, 0.46% hits; AID 651710;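 active means every replicate showing at least 50% inhibition; inconclusive means mean inhibition at least 50% but not in every replicate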
F508del corr – CFTR F508del correction in bronchial cells | activity (quench increase), % at 7.58 µM | CFBE cells, YFP halide quenching; stimulated with forskolin plus potentiator P3; % fluorescence drop versus neutral controls | 350,000 compounds, 0.36% hits | AID 720511;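 active means mean added fluorescence quench of at least 8% versus neutral control, with both replicates also reaching 8%; inconclusive means only one of the mean or replicate conditions met; inactive means mean below 8% and not both replicates reaching 8%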;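 further: cells transiently co-express mutant CFTR-F508del with the halide-sensitive YFP; corrector assay measuring rescue of mutant channel to the surface after 24 h compound exposure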
RAD54 inh – inhibitors of human RAD54 branch migration | Q92698 | RAD54 Holliday junction branch migration, FAM/BHQ fluorescence | inhibition, % at 10.4 µM | 360,000 compounds, 0.14% hits | AID 602329;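 active means mean normalized replicate activity at least 40 and at least half of replicates scoring 40 or more; inconclusive means only one of the two criteria met; inactive means mean below 40 and under half of replicates reaching 40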;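 further: 0% = median of neutral control wells and 100% = median of positive control wells; inhibitors cause a drop in the FAM fluorescence signal; in these data hits start at about 50%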
Target sequence (Q92698 whole entry, looked up): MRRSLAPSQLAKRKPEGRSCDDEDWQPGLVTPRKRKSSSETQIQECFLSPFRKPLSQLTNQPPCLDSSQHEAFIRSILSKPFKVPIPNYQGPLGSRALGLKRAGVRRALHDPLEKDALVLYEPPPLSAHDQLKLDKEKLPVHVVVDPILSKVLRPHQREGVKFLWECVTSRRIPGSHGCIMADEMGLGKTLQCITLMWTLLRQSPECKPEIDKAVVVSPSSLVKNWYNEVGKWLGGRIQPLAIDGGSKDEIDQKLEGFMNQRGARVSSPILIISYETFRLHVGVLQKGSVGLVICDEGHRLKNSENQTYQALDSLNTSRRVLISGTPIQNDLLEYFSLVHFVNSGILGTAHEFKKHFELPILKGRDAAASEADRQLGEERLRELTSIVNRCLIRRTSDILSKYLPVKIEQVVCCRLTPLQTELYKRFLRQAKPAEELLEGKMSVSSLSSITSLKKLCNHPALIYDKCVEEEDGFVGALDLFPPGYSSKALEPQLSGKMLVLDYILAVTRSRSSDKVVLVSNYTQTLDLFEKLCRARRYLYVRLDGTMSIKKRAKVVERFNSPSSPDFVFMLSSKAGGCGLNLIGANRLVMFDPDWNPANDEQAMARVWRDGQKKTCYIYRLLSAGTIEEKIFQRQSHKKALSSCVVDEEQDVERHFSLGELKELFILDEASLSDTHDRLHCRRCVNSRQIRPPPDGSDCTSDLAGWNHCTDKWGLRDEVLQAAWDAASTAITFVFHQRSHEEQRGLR
Casp6 inh – blocks human caspase-6 cleavage activity; P55212; purified caspase-6, Z-VEID-R110 cleavage fluorescence; inhibition, % at 12.5 µM; 350,000 compounds, 0.53% hits;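 active means mean inhibition across replicates at least about 35%, with every replicate also reaching that limit, limit read from the data; inconclusive means only one of the two criteria met; inactive means neither criterion met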;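 further: 0% = median of neutral control wells and 100% = no fluorescence left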
Target sequence (P55212 24-179 limits assumed): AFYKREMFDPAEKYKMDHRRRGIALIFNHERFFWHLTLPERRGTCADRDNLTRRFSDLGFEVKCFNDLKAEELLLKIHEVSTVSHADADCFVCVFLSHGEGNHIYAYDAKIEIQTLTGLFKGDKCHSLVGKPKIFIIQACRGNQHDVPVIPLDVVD
Target sequence (P55212 194-293 limits assumed): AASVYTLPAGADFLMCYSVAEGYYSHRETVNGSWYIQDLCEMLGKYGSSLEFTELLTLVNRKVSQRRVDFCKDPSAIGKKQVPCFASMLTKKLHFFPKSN
E-sel inducer – E-selectin induction on HUVECs | P16581 | HUVEC E-selectin immunofluorescence imaging; normalized: neutral wells 0, TNF-alpha wells 100 | activation, % at 7.58 µM | 260,000 compounds, 0.37% hits | AID 686992;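 active means mean E-selectin-positive cell signal at least 10% of the positive control, reached in at least 60% of replicates, without over 20% cell loss; inconclusive means no rule given, readout overlaps actives, possibly toxicity-flagged; inactive means the rest, including those meeting only one limit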;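 further: in these data hits start at about 27%; measured in HUVEC primary endothelial cells; signal is the percent of cells scored E-selectin positive by PE staining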
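Assay system: HUVEC primary endothelial cells. Input: 3,000 HUVEC seeded per well. Doses: one compound dose added by pin transfer. Read-out basis: % PE-positive cells. Benchmarks: TNF-alpha high, DMSO low. Detection: immunofluorescence imaging. Buffer or medium: EGM-2, gelatin.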
INS-1E GSIS act – primary screen for activators of insulin secretion dependent on glucose, INS-1E cells, GLuc reporter luminescence | INS-1E GLuc reporter insulin secretion, 2-3 h | activation, % at 16.6 µM | 370,000 compounds, 0.61% hits | AID 743287;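 active means lowest replicate activation of at least 40%, so every replicate reaches that level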;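 further: 0% = median of neutral control wells and 100% = median of IBMX positive control wells; some compounds called inactive have numbers as strong as hits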
* = called active by the depositor; ? = inconclusive; . = not tested or not shown; & = joins results of further samples.

SMILES	Xi reactivation	DENV2 CPE rescue	RAD52 anneal inh	F508del corr	RAD54 inh	Casp6 inh	E-sel inducer	INS-1E GSIS act
C[C@H](CO)N1C[C@H](C)[C@H](CN(C)C(=O)Nc2ccc(F)cc2)Oc2ccc(NC(=O)Nc3ccc(F)cc3)cc2C1=O	0.1	.	17.1	1.5	10.1	.	-0.2	-8.9
CC(=O)N1c2ccccc2CCc2ccc([N+](=O)[O-])cc21	0.0	-4.9	0.7	-2.3	-7.4	-3.8	-0.2	12.9
CCN(CC)C(=O)c1ccc(S(=O)(=O)c2ccccc2)cc1	0.0	-2.7	-1.7	0.8	4.0	-0.4	.	-2.8
CS(=O)(=O)N1[C@H](C#N)[C@@H](c2ccccc2-c2ccccc2)[C@@H]1CO	0.1	-8.8	-3.3	3.8	.	-1.0	-0.1	6.3
O=C(C[C@H]1CC[C@@H]2[C@H](COC[C@H](O)CN2C(=O)c2cccnc2)O1)Nc1ccc(-c2ccccc2)cc1	0.0	5.6	1.9	-2.6	-8.9	3.5	0.3	-1.9
O=C(C[C@@H]1CC[C@@H](NS(=O)(=O)c2cccc(F)c2)[C@H](CO)O1)N1CCCCC1	-0.4	14.9	1.2	1.9	-6.9	1.2	0.2	2.3
O=C(C[C@@H]1CC[C@H]2[C@@H](COC[C@H](O)CN2C(=O)c2ccccn2)O1)NC1CCC1	0.1	-1.4	6.1	-2.8	0.7	3.0	0.0	8.9
CNC(=O)C[C@H]1C(=O)N(c2ccc(OC)cc2)C[C@@H]1CSC	0.0	-2.6	-3.7	-3.0	1.6	2.3	-0.1	4.8
CNC(=O)C[C@@H]1CC[C@@H]2[C@H](COc3ccc(NC(=O)c4cc(F)cc(F)c4)cc3C(=O)N2C)O1	0.0	-2.4	19.3	3.0	7.9	1.1	?	-1.2
CNC[C@H]1Oc2c(NS(=O)(=O)c3ccccc3)cccc2C(=O)N([C@@H](C)CO)C[C@H]1C	0.1	5.5	-11.8	-3.3	1.5	0.9	0.0	6.9
C/C(=N\NC(=O)c1nn(C)cc1Br)c1ccc(NC(=O)c2ccncc2)cc1	0.0	-9.5	-9.1	-1.0	10.0	0.4	.	-6.4
O=C(CCc1ccccc1)NCc1ccccc1	0.2	-1.2	-12.0	-3.3	.	0.4	0.1	6.7
CCOC(=O)[C@H]1[C@H]2COc3ccc(OC)cc3[C@@H]2N2C(=O)CN(Cc3ccccc3)C(=O)[C@@]12C	-0.4	-1.5	-6.7	3.0	-3.9	-0.2	0.0	2.6
C/C(=N\NC(=O)C1(C)CC1(Br)Br)c1ccc(NC(=O)C2CCC2)cc1 (configuration not stated)	0.0	?	3.7	.	.	-1.4	0.6	-2.8
CCCCOc1nc(N2CCOCC2)nc(C)c1[N+](=O)[O-]	1.2	3.5	-13.9	.	.	1.5	-0.1	30.3
CC(C)NC(=O)N(C)C[C@@H]1Oc2ccc(NC(=O)C3CCCCC3)cc2CC(=O)N([C@H](C)CO)C[C@@H]1C	0.3	-4.6	-2.5	-0.3	-5.0	2.3	-0.2	-1.6
COc1ccccc1NC(=O)CCS(=O)(=O)c1cc2c(cc1Cl)NC(=O)CO2	0.2	-1.9	-31.8	2.8	-9.2	6.3	4.5	37.6
CCOCCn1c(CN(Cc2ccccc2)Cc2ccccc2)nc2c1c(=O)[nH]c(=O)n2C	.	1.2	-5.8	-1.3	-8.8	5.2	.	-53.3
C[C@@H]1CCCCO[C@@H](CN(C)C)[C@@H](C)CN([C@H](C)CO)C(=O)c2cc(NC(=O)c3ccccc3)ccc2O1	-1.1	10.6	-5.5	-0.8	0.1	-5.1	-0.1	25.8
CN1C(=O)c2cc(NC(=O)c3cccs3)ccc2OC[C@H]2O[C@H](CC(=O)NCC3CC3)CC[C@@H]21	-0.1	0.6	.	1.5	-6.7	.	0.0	4.4
Cc1ccc(NC(=O)CSCC(=O)Nc2ccc(S(=O)(=O)N3CCCC3)cc2)cc1	0.2	-3.7	-4.0	-0.7	.	5.4	-1.2	-1.1
Cc1cccc(N(C)C(=O)c2cc(S(=O)(=O)N3CCCCC3)c[nH]2)c1	0.3	-4.8	-12.1	-0.6	10.9	-2.4	-0.1	-8.5
O=C1CC[C@@H](C(=O)O)N1	-0.1	1.1	-6.4	6.7	6.6	6.7	0.3	.
C[C@@H]1CCCCO[C@@H](CN(C)S(=O)(=O)c2ccc(F)cc2)[C@@H](C)CN([C@@H](C)CO)C(=O)c2cc(NC(=O)CCC(F)(F)F)ccc2O1	0.2	-7.1	0.4	-0.3	7.6	-0.5	.	0.5
C[C@@H](C(=O)Nc1ccc2ccccc2c1)[C@H]1C[C@]1(C)[C@H](NS(=O)(=O)c1ccc(-c2ccccc2)cc1)c1ccccc1	-0.3	-10.8	-6.5	1.5	.	-1.7	11.6	2.3
CCN1C(=O)N[C@@H](c2ccccc2)[C@@H](C(=O)OC)[C@H]1C	-0.1	-4.8	-7.7	-0.3	-3.5	-1.8	1.6	-9.3
C[C@H]1CCCCO[C@@H](CN(C)C(=O)Nc2cccc3ccccc23)[C@@H](C)CN([C@@H](C)CO)C(=O)c2cc(NC(=O)c3ccncc3)ccc2O1	-0.3	7.1	11.8	1.2	.	-1.9	-0.3	-6.2
CO[C@H]1CN(C)C(=O)c2ccc(NS(C)(=O)=O)cc2OC[C@@H](C)N(Cc2nccs2)C[C@H]1C	0.5	-2.4	-6.8	2.4	4.2	-2.6	-0.1	-5.8
CC1=C(C(N)=O)C(c2ccc(Cl)c(Cl)c2)n2ncnc2N1 (configuration not stated)	0.2	-3.9	-13.4	2.4	-9.2	-1.7	-0.1	15.2
CCn1c(SCC(=O)Nc2cc(C(C)(C)C)nn2-c2ccccc2)nnc1-c1cccs1	-0.1	0.1	-7.2	-1.1	13.1	0.8	.	-14.7
C=CCSc1nnc(C)c(/C=C/Nc2ccc(Cl)cc2)n1	0.8	.	-10.3	-0.6	5.9	-4.4	2.2	-1.2
C[C@@H]1CN([C@H](C)CO)C(=O)c2cc(C#CC3CCCCC3)cnc2O[C@H]1CN(C)Cc1ccncc1	-0.5	-6.3	-4.5	3.0	-1.7	-3.1	-0.1	-20.9
COc1ccccc1Cc1c(-c2ccc(C#N)cc2)nc2c(C)cc(Br)cn12	0.0	2.8	-67.4	0.6	-3.2	3.9	-0.1	6.7
Clc1ccc(OCc2cn3ccccc3n2)c2ncccc12	0.0	17.9	-8.6	2.1	.	2.6	.	13.1
COc1ccc(Cc2nc3ccc(C(=O)N(C)C(C)c4nccs4)cc3o2)cc1 (configuration not stated)	0.2	4.3	-15.0	1.4	5.2	-1.9	18.3	0.2
COc1ccc(C#Cc2ccc3c(c2)[C@@H]2[C@@H](CCN2S(=O)(=O)c2ccccc2F)[C@@H](CO)N3C)cc1	0.2	1.5	.	4.4	-19.3	.	0.9	5.0
COc1ccc(C[C@H]2CN3C(=NC[C@H]3Cc3ccccc3)N2CCNC(=O)CCC2CCCCC2)cc1	0.1	6.1	42.6	1.9	23.2	16.3	.	.
O=C(Nc1cccc2ccccc12)c1csc([C@@H]2O[C@H](CO)[C@@H](O)[C@H]2O)n1	0.1	-6.8	-17.1	-0.4	11.2	0.9	-0.1	3.5
Cc1ccc(S(=O)(=O)N(C)C[C@H]2Oc3cc(C4=CCCC4)ccc3S(=O)(=O)N([C@H](C)CO)C[C@@H]2C)cc1	-0.5	12.7	-11.4	2.6	2.2	2.5	-3.4	-5.0
Cc1ccccc1/C=N/NC(=O)c1cccnc1	0.2	14.7	-11.0	-2.6	4.1	-0.7	.	-3.5
Cc1cccc(NC(=S)N(Cc2ccc(Br)cc2)Cc2ccc(C(=O)O)cc2)c1	0.2	-7.4	-9.3	1.6	4.7	-1.1	0.0	-10.0
O=C(OCC(=O)N1CCOCC1)c1ccc(N2CCOCC2)c([N+](=O)[O-])c1	0.0	2.8	-8.0	1.0	.	0.0	-0.2	17.1
N#Cc1ccc(-c2nc3ccccc3c(=O)n2O)cc1	0.0	0.9	-0.5	1.3	.	-2.8	.	3.7
O=C(CSc1nc2c(cnn2-c2ccc(F)cc2)c(=O)[nH]1)N1N=C(c2cccs2)CC1c1ccc(F)cc1 (configuration not stated)	-0.1	2.6	-17.6	0.4	4.3	-3.4	.	.
Cc1noc(C)c1NC(=O)N(C)C[C@H]1Oc2c(NC(=O)c3ccc(-c4nccs4)cc3)cccc2C(=O)N([C@@H](C)CO)C[C@H]1C	-0.9	24.3*	2.1	-0.8	5.5	0.8	.	29.0
O=C(Nc1ccccc1O)c1cccc(NC(=O)c2ccco2)c1	0.0	-2.8	-5.2	-2.3	1.5	1.2	.	9.8
CCCCCCSc1cccc(-c2nc3ccc(Cl)cn3c2NCCCC)c1	0.0&0.0	1.2&4.1	-12.4&-18.2	1.6&-2.0	-3.5	-3.0&-2.3	-0.1&0.0	0.1&-13.9
O=C(/C=C/c1ccc(F)cc1)NC(=S)NNC(=O)c1cccnc1	0.2	-0.2	13.3	.	3.5	2.4	0.2	3.1
C=CCn1c(SCC(=O)N(C)c2c(N)n(Cc3ccccc3)c(=O)[nH]c2=O)nnc1-c1ccccc1OC	0.1	15.5	-7.2	3.1	-2.7	6.2	-0.2	15.2
NC(=O)Nc1ccc(C(=O)OCC(=O)NC2CCCCC2)cc1	-0.7	4.2	-7.9	-0.8	.	3.1	11.8	-21.8
C[C@@H]1ON(C)[C@H]2C[C@H]3c4[nH]c5ccc(-c6ccc7c(c6)OCO7)cc5c4CCN3C[C@@H]12	0.5	7.8	-4.8	-2.4	4.9	-7.5	2.4	-3.8
CCC(=O)Nc1ccc2c(c1)OC[C@H](C)N(Cc1cccnc1)C[C@H](C)[C@H](OC)CN(C)C2=O	0.0	1.5	3.7	3.7	-2.9	-0.1	-0.2	10.1
O=C(N[C@@H]1CC[C@H](CCNC(=O)C2CCCCC2)O[C@@H]1CO)c1ccncc1	0.4	0.5	2.5	3.8	0.2	-1.4	-0.2	-7.7
CC(=O)C1=C(C)NC(=O)CC1c1ccccc1Cl (configuration not stated)	0.1	5.3	-21.9	-1.8	.	3.1	.	-1.8
Cc1cn([C@H]2C[C@H](O)[C@@H](/C=C/C(=O)N3CCN(Cc4ccc(F)cc4)CC3)O2)c(=O)[nH]c1=O	0.0	-3.6	-11.3	0.8	0.4	4.2	-0.1	.
CC=Cc1ccc2n(c1=O)C[C@@H]1[C@@H](CO)[C@H](C(=O)NCCCN(C)C)[C@H]2N1C(=O)c1ccccc1F (mixture of isomers)	?	-1.0	11.9	.	-3.9	0.5	0.2	9.0
CN(CC1COc2ccccc2O1)C(=O)CSc1nncs1 (configuration not stated)	0.0	8.7	4.1	0.7	.	-0.2	-0.2	-4.2
COc1ccc(N2CCN(C(=O)C(=O)c3cccc([N+](=O)[O-])c3)CC2)cc1	0.3	4.1	-1.0	1.6	.	-2.3	0.1	.
